Assay outcomes as filed in PubChem BioAssay.
STK33 kinase inh: inhibitors of purified STK33 kinase, primary screen, biochemical, ADP-Glo luminescence, homogeneous, cell-free | inhibition, % at 10 µM | MBP phosphorylation | 320,000 compounds, 0.073% hits | AID 2661, 2010;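 active = inhibition at or above 25%, using the most active replicate where run in duplicate; inactive = inhibition below 25%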
Target sequence (Q9BYT3 whole entry, looked up): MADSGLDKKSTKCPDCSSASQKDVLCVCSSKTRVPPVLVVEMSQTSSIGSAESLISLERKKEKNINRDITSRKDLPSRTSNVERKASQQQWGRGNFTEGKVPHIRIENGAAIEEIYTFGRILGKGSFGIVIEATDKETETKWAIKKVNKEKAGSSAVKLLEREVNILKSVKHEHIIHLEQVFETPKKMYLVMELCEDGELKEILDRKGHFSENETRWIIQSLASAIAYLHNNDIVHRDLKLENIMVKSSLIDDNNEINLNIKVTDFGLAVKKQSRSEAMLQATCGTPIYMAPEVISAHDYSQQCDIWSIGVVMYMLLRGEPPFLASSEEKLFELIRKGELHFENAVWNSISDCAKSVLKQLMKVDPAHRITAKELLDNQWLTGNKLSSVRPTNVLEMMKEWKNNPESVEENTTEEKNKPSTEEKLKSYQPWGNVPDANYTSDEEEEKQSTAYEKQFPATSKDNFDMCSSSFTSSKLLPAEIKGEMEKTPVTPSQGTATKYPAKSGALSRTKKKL
OX1R FRET antag: antagonists of human orexin 1 receptor (OX1R). AID 485270, 2010. OX1R-expressing cells, FRET antagonist read-out. inhibition, % at 6.6 µM. 330,000 compounds, 1.8% hits. Orexin/Hypocretin receptor type 1 (Homo sapiens), O43613; in the data active = inhibition mostly above about 38%, no sharp cut-off; inactive = mostly below about 40%;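 also: 0% = agonist challenge alone and 100% = reference antagonist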
Target sequence (O43613 whole entry, looked up): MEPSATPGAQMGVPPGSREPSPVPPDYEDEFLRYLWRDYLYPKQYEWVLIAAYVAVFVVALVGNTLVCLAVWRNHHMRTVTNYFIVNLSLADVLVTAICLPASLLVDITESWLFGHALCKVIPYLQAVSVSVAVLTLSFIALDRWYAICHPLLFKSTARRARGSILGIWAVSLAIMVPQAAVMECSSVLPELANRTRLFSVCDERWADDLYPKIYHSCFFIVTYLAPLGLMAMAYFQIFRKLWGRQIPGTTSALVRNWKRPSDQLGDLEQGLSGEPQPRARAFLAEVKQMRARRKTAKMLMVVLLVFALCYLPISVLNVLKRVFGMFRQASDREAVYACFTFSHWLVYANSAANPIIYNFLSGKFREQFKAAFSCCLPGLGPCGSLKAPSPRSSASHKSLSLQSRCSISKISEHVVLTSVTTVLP
Numbers without * were called inactive; / = no result given.

SMILES	STK33 kinase inh	OX1R FRET antag
C/C(=N\NC(=O)c1ccc([N+](=O)[O-])c(C)c1)c1ccccc1Cl	-0.7	39
Cc1cc(=O)n2nc(N3CCCC(C(=O)NCc4ccccc4Cl)C3)sc2n1 (stereo not drawn)	0.7	8
Cc1ccc(C(=O)C(C)OC(=O)c2nc(Cl)ccc2Cl)cc1 (stereo not drawn)	-0.2	17
Cn1c(-c2ccc(F)cc2)cnc1NCc1cccc([N+](=O)[O-])c1	-0.3	16
COc1ccc(/C=C/C(=O)Nc2ccc(NC(C)=O)cc2)cc1S(=O)(=O)N1CCOCC1	0.2	12
CCOC(=O)C(C)(C)Oc1ccc(Cl)cc1	-2.3	4
CCN1CC(CN(C)Cc2nc(COc3ccccc3)no2)CC1=O (stereo not drawn)	-0.9	7
CCCc1cc(=O)c2ccc(OCC(C)=O)cc2o1	0.4	10
CCn1c(SCC(=O)OC)nc2sc3c(c2c1=O)CCC3	-2.1	14
Cc1cc(N2C(=O)C(O)=C(C(=O)c3ccco3)C2c2cccc(Oc3ccccc3)c2)no1 (stereo not drawn)	-0.4	14
COC(=O)Cn1cc(C(=O)OC)cc(Br)c1=O	5.6	0
Cc1ccc2nc(C)c(C(=O)N/N=C/c3ccccc3[N+](=O)[O-])cc2c1	-0.3	15
CCOc1ccc(C2=CS/C(=C(\C#N)c3nnc4n3CCCCC4)N2CC)cc1	-1.8	2
Cc1ccccc1NC(=S)N1CCCC1	-1.8	1
CCCCNC(=O)CCNC(=O)c1ccc(C(C)(C)C)cc1	1.1	8
N#Cc1cc([N+](=O)[O-])ccc1Oc1cccc(/C=N/NC(=O)c2ccc(Cl)cc2)c1	0.8	18
COc1cccc(OCc2cc(C(=O)NC3CCOCC3)no2)c1	-1.1	14
CC(=O)COc1ccc(-c2csnn2)cc1	-2.4	11
Cc1cccc(N2CCN(C(=O)c3cc(=O)[nH]c4ccccc34)CC2)c1C	-2.4	5
O=C(Cn1nnc2ccccc2c1=O)NCCc1ccc(F)cc1	-0.8	-1
c1ccc(-c2ccc(C3CCCN3)cc2)cc1 (stereo not drawn)	-0.1	16
O=C(O)C(C/C(=N/O)c1ccc(Br)cc1)P(=O)(c1ccccc1)c1ccccc1 (stereo not drawn)	0.5	8
CC(C)n1cnc2c(NCc3ccc(S(N)(=O)=O)cc3)nc(NCc3ccc(S(N)(=O)=O)cc3)nc21	3.7	18
Cc1ccccc1Cn1c(CN2CCc3ccccc3C2)nc2c1c(=O)n(C)c(=O)n2C	-0.5	11
CC(=O)NNc1cc(N2CCOCC2)nc(N2CCOCC2)n1	-0.7	6
CCOC(=O)C1=C(C)N(C)C(=S)NC1c1ccc(Cl)cc1Cl (stereo not drawn)	-0.7	14
O=C(CCCCCn1c(SCC(=O)c2ccccc2)nc2ccccc2c1=O)NCc1ccco1	-1.4	7
Cn1c(N)c(C(=O)COC(=O)c2ccc(OC(F)F)cc2)c(=O)n(C)c1=O	-1.1	-6
CN1CCN(CCC(=O)N/N=C/c2ccccn2)CC1	-1.0	8
O=C(COC(=O)c1ccc(Cl)cc1[N+](=O)[O-])NCc1ccco1	0.1	7

Sorted by the number under STK33 kinase inh (rising): three of the compounds above
SMILES	STK33 kinase inh	OX1R FRET antag
Cn1c(N)c(C(=O)COC(=O)c2ccc(OC(F)F)cc2)c(=O)n(C)c1=O	-1.1	-6
CCOC(=O)C1=C(C)N(C)C(=S)NC1c1ccc(Cl)cc1Cl (stereo not drawn)	-0.7	14
c1ccc(-c2ccc(C3CCCN3)cc2)cc1 (stereo not drawn)	-0.1	16

Among those listed so far, two have bromine:
SMILES	STK33 kinase inh	OX1R FRET antag
COC(=O)Cn1cc(C(=O)OC)cc(Br)c1=O	5.6	0
O=C(O)C(C/C(=N/O)c1ccc(Br)cc1)P(=O)(c1ccccc1)c1ccccc1 (stereo not drawn)	0.5	8

Next part
SMILES	STK33 kinase inh	OX1R FRET antag
Cc1cc(C)c(S(=O)(=O)Nc2c(C)[nH]c(=O)[nH]c2=O)c(C)c1	-1.8	33
CC(C)OC(=O)c1ccc(NC(=S)NC(=O)c2cncc(Br)c2)cc1	-1.8	-8
CCCS(=O)(=O)c1nc(S(=O)(=O)c2ccc(C)cc2)c(NCCCn2ccnc2)s1	-1.6	21
Cc1cc2ccccn2c1C(=O)c1ccc([N+](=O)[O-])cc1[N+](=O)[O-]	-1.3	5
Cc1cc(OCC(=O)N2CCN(c3ncccn3)CC2)ccc1Cl	0.0	7
C[C@H]1CN([C@@H](C)CO)C(=O)c2cccc(NS(=O)(=O)c3ccc(F)cc3)c2O[C@H]1CN(C)Cc1ccc(Cl)c(Cl)c1	0.0	5
O=c1nc2ccccc2c2n1CC(CN1CCN(c3ccccc3F)CC1)N2 (stereo not drawn)	-1.1	32
COc1ccccc1-n1nnnc1SCc1cc2c(cc1Br)OCO2	-0.1	14
O=C(CS(=O)CC(=O)N(c1ccccc1)C(C(=O)NC1CCCC1)c1cccs1)Nc1ccc(F)cc1 (stereo not drawn)	0.4	2
Cc1ccc(C2NC(=O)c3c(sc4c3CCN(C)C4)N2)o1 (stereo not drawn)	-0.4	5
O=C(Cc1ccc(Br)cc1)N1CCN(c2ccc(F)cc2)CC1	-1.8	5
COc1ccc(OC)c2sc(N(CCCN(C)C)C(=O)c3ccc(S(=O)(=O)N4CCc5ccccc5C4)cc3)nc12	-3.3	22
O=C(NCCCn1ccnc1)/C(=C\c1cccnc1)NC(=O)c1cccc(Br)c1	-0.2	5
Cc1noc(C(=O)N2CCN(c3ccc(F)cc3)CC2)c1Cl	-0.9	10
Cc1ccc(S(=O)(=O)N2C[C@@H]3CCCC[C@@H]3[C@@H](C)[C@H]2CC(=O)c2ccccc2)cc1	/	6
COc1ccc(C(Cl)=C(c2ccc(OC)cc2)c2ccc(OC)cc2)cc1	-1.0	17
COc1cc(C(CCN2CCCC2)c2c(OC)cc(OC)c3c(C)cc(=O)oc23)cc(OC)c1OC (stereo not drawn)	0.5	15
CC(C)(C)n1nnnc1C(c1cc2cc3c(cc2[nH]c1=O)OCO3)N1CCN(c2ccccc2)CC1 (stereo not drawn)	1.1	9
COC(=O)c1cc(-c2ccccc2)nc2nc(SC)[nH]c(=O)c12	2.1	5
Nc1c2c(nc3cccc(Cl)c13)N(c1ccccc1)CC2	-0.5	0

Whole records, quoted from the list:
`O=C(Cc1ccc(Br)cc1)N1CCN(c2ccc(F)cc2)CC1` as listed: STK33 kinase inh = -1.8; OX1R FRET antag = 5
`COc1ccc(C(Cl)=C(c2ccc(OC)cc2)c2ccc(OC)cc2)cc1` as listed: STK33 kinase inh = -1.0; OX1R FRET antag = 17
`Cc1ccc(S(=O)(=O)N2C[C@@H]3CCCC[C@@H]3[C@@H](C)[C@H]2CC(=O)c2ccccc2)cc1` as listed: STK33 kinase inh = /; OX1R FRET antag = 6

(further entries)
SMILES	STK33 kinase inh	OX1R FRET antag
CSc1nnc(C)c(/C=C/Nc2ccc(F)cc2)n1	-1.3	23
O=C(Nc1ccc(OCC(=O)N2CCOCC2)cc1)c1cc(F)c(F)cc1Cl	-2.1	-1
N#C/C(=C/c1ccccc1)C(=O)NCc1ccccc1	-1.1	9
CCc1cccc2c3c([nH]c12)C(CC)(CC(=O)O)OCC3 (stereo not drawn)	-1.0	11
O=C(N/N=C\c1ccc(Cl)s1)c1cccs1	-0.2	40
O=C(O)COc1ccccc1/C=N/NC(=O)c1cccc(S(=O)(=O)Nc2cccc(Cl)c2)c1	-2.4	3
CNC(=O)C(=O)Nc1ccc(C)cc1C	-0.8	12
COc1ccc(Cn2c(C)c(C)c(C#N)c2NC(=O)Nc2ccc(F)cc2)cc1	-2.7	50
CCOc1ccc(N=C2NC(=O)C(CC(=O)Nc3ccc(OC)cc3)S2)cc1 (stereo not drawn)	-1.8	9
O=C(c1ccc(S(=O)(=O)NCC2CCCO2)cc1)N1CCN(c2ccccc2F)CC1 (stereo not drawn)	-1.5	1
COc1ccc(CCC(=O)Nc2ncc(C)s2)cc1	-0.5	6
COc1ccccc1C(CNC(=O)c1cccc(NS(=O)(=O)c2ccc(Br)cc2)c1)N(C)C (stereo not drawn)	1.5	26
CC(=O)Nc1ccc(/C(C)=N/NC(=O)CN(c2ccccc2Br)S(C)(=O)=O)cc1	-1.6	18
Cc1ccc(C(=O)Nc2cccc(C(=O)N3CCOCC3)c2)cc1Cl	-1.9	31
NC(=O)CC(NC(=O)c1ccccc1)c1ccc(N2CCC(Br)CC2)c([N+](=O)[O-])c1 (stereo not drawn)	-0.5	13
CC1(OC(=O)C2CCCC2)C(=O)C=C2C=C(c3ccc(C#N)cc3)OC=C2C1=O (stereo not drawn)	0.9	7
COCCCn1c(=O)/c(=C\c2ccccc2OC(F)F)s/c1=C(/C#N)C(=O)NCCOC	0.1	13
COc1cc(C2C(C#N)=C(N)N(N(C)C)C3=C2C(=O)CC(C)(C)C3)cc(OC)c1OC (stereo not drawn)	-1.1	1
Cc1ccccc1C(=O)NC(=S)Nc1sc2c(c1C#N)CCCC2	-1.8	15
COc1ccc(NC(=O)CCCN2C(=O)C(c3ccccc3)Oc3cccnc32)cc1OC (stereo not drawn)	-1.6	0
c1ccc2c(CN3CCCCC3)csc2c1	-1.4	7
OC[C@@H](O)[C@@H](O)CO	0.0	3
CN(CC(=O)NC1CCCCCC1)S(=O)(=O)c1cnc[nH]1	-1.2	7
COc1ccc(CNCC(C)NCc2ccc(OC)c(OC)c2)cc1OC (stereo not drawn)	0.0	3
COCCNCC(=O)Nc1ccc(C)c(S(=O)(=O)N2CCCCC2)c1	-0.9	100*
O=C(CN1CCN(S(=O)(=O)c2ccc(Cl)cc2)CC1)Nc1ccc2c(c1)OCO2	-2.3	23
CN(C)CCCN(C(=O)c1sc2ccccc2c1Cl)c1nc2c(F)cccc2s1	/	9
CCn1cc(/C=N\NC(=O)C2(C)CC2(Cl)Cl)c(C)n1 (stereo not drawn)	-0.5	22
Cc1c(C)c2c(OCC(=O)N3CCC(C(=O)NCC(C)C)CC3)cc3c(c2oc1=O)CCC(C)(C)O3	1.0	-3
Cc1ccc(N2CC(C(=O)OCC(=O)c3ccc[nH]3)CC2=O)cc1 (stereo not drawn)	-2.3	17
COc1ccc(C2CC(c3cccs3)=NN2S(C)(=O)=O)cc1OC (stereo not drawn)	-1.7	7
Cc1ccc(Cl)cc1N1CCN(C(=O)c2noc(C(C)C)c2[N+](=O)[O-])CC1	-1.0	24
O=C(N/N=C/c1ccccc1[N+](=O)[O-])c1ccc(CN2CCOCC2)cc1	0.5	22
Cc1ccc(C(=O)NCCc2nnc3ccc(SCC(=O)N4CCCCC4)nn23)cc1	-3.7	15
Cc1ccc(S(=O)(=O)Nc2ccccc2CNC2CCCCC2)cc1	2.8	4
Cc1ccc(C)c(NC(=S)NNC(=O)c2sccc2C)c1	-0.6	9
CC1Cc2cc(S(=O)(=O)N3CCN(C)CC3)ccc2N1C(=O)C1CC1 (stereo not drawn)	1.2	11
CSc1nc(-c2ccc(Cl)cc2)c(C#N)c(=O)n1C	-0.4	15
O=[N+]([O-])c1ccc(C2Oc3ccccc3C3CC(c4ccccc4)=NN32)s1 (stereo not drawn)	-1.4	26
Cc1ccc(NC(=S)Nc2ccc(OC(F)F)c(Cl)c2)cc1Cl	0.2	12
CC1(C)Cc2c(cnn2-c2ccccc2)C(NC(=O)CCCn2cncn2)C1 (stereo not drawn)	-0.4	/
N#CCCN(C(=O)COC(=O)c1ccc2c(=O)n3c(nc2c1)CCC3)c1ccccc1	1.0	19
CC(=O)c1sc(N)c(C(=O)OC(C)C)c1C	-1.0	18
Cn1c(CNC(=O)c2ccc3c(c2)OCO3)nnc1SCC(=O)Nc1ccccc1Cl	0.8	3
CCOc1ccccc1C(=O)NCC(=O)NNC(=O)CN(C)S(=O)(=O)c1ccc(Cl)cc1	2.6	10
CCOC(=O)CSc1nnc(CNc2nc(-c3ccccc3)cs2)n1C	-1.6	40
Cc1nn2c([nH]c(=O)c3ccccc32)c1C=O	-2.1	6
CCc1nc(N2CCN(S(C)(=O)=O)CC2)c2c3c(sc2n1)CCCC3	1.6	2
Cc1cccc2c1N(C)C(=O)C2=O	0.4	24
Cc1cc(C)n(-c2ccc(C(=O)OCC(=O)NCc3ccc(F)cc3)cc2)n1	-2.8	11

(listing goes on)
SMILES	STK33 kinase inh	OX1R FRET antag
Cc1cc(C)c2nc(-n3nc(C)cc3N)cc(C)c2c1	-0.6	32
O=C(Cc1ccc(F)cc1)Oc1ccc(C(=S)N2CCCC2)cc1	-0.2	-2
COc1nc(-c2cnccn2)sc1C	-2.1	15
CC(C)(C)C(=O)CSc1nc2c(c(-c3cccs3)c1C#N)CCC2	-1.2	15
O=C1c2ccc3c4c(ccc(c24)C(=O)N1NC(=O)C(F)(F)F)CC3	-1.9	22
Cc1ncc(CN2CCC(C(=O)Nc3cccc(-c4cscn4)c3)CC2)cn1	0.0	3
O=C(c1ccccc1)c1ccc(Cn2cc(-c3ccccc3)nn2)cc1	-2.3	38
Cc1cccc(Cn2c(SCCO)nc3c2c(=O)n(C)c(=O)n3C)c1	-1.1	16
O=c1[nH][nH]c(=S)n1C1CCCCC1	-3.6	7
CC(=O)c1c(C)nc2cc(Cl)ccc2c1N	0.4	15
Fc1ccc(CSc2nncn2NCc2ccc3c(c2)OCO3)cc1	-0.9	4
Cc1nnc(SCC(=O)NC23CC4CC(CC(C4)C2)C3)n(N)c1=O	0.8	9
O=C(Nc1ccc(C2=NCCN2)cc1)c1ccc(C(=O)Nc2ccc(C3=NCCN3)cc2)c([N+](=O)[O-])c1	0.0	38*
Cn1c(=O)c([N+](=O)[O-])c(N2CCN(Cc3ccc4c(c3)OCO4)CC2)c2ccccc21	-0.2	6
COc1cc2c(cc1OC)-c1cc(OCCN3CCOCC3)nc(=O)n1CC2	-0.8	23
